High-throughput results as filed in PubChem BioAssay.
ALOX12 inh = inhibitors of human 12S-lipoxygenase ALOX12; P18054; purified 12hLO, xylenol orange hydroperoxide absorbance; Potency, µM (doses to about 108 µM), without a hit: at the top dose activity change, negative = inhibition, actives largely listed as inhibitors; 580,000 compounds, 1.1% hits; AID 1671190; also: potency is read from the fitted curve at half-maximal effect; % is scaled to controls: 0 for no effect and ±100 for the full control effect
Target sequence (P18054 whole entry, looked up): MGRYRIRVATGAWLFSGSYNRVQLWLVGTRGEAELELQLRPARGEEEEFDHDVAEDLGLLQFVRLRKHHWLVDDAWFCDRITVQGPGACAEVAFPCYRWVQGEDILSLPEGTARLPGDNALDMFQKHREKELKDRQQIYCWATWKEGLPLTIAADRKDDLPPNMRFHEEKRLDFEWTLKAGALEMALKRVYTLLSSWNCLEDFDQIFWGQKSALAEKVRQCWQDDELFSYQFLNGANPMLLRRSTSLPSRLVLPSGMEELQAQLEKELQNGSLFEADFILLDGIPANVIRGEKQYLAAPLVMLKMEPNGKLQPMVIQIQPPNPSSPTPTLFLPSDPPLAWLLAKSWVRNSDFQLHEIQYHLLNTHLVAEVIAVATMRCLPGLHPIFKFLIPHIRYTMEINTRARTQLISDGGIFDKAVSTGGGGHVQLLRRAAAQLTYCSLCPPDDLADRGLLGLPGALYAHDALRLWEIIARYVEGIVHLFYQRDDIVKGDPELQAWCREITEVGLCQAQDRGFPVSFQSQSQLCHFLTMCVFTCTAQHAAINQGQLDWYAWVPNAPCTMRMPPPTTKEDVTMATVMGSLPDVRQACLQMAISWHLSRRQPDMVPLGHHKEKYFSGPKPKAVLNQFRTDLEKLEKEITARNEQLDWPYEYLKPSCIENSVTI
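Purified human 12hLO at 150 nM in 25 mM Hepes, 0.01% Triton X-100, pH 7.0, preincubated 15 min at room temperature with compound. Reaction started with 40 uM arachidonic acid, 30 min at room temperature. Hydroperoxide measured by Fe-xylenol orange, 573/405 nm absorbance ratio.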
D2 antag = antagonizes the human D2 dopamine receptor. P14416. HEK293 TREx D2 cells, calcium flux, dopamine EC80. inhibition, % at 10 µM. 340,000 compounds, 2% hits; in the data active = inhibition above about 30%; also: 0% is about no effect
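Overnight-induced (tetracycline, 30 C) HEK293 T-REx cells carrying force-coupled D2 receive a no-wash calcium dye, then compound, then EC80 dopamine at 180 s; signals are read kinetically throughout.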
RGS4 inh = blocks human RGS4-accelerated GTP hydrolysis. AID 504845. 390,000 compounds, 0.039% hits. P49798. Potency, µM (top dose mostly 114 µM), for inactives: at the top dose activity change, negative = inhibition, usual class: inhibitors. Transcreener GDP fluorescence polarization, RGS4-accelerated GTP hydrolysis; also: potency is read from the fitted curve at half-maximal effect; % is scaled to controls: 0 for no effect and ±100 for the full control effect; nearly all actives have a fitted effect of over 75% in size; some results filed as inactive show a strong effect at the top dose
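MLSMR compounds (23 nl, pin-transferred) preincubated 10 min at room temperature with a 500nM (2x) first reagent, then RGS4 at 900nM (2x) plus Transcreener GDP mix added; fluorescence polarization (620/688 nm) read before and after 90 min at 30 °C.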
Glioma ERSR ind = induces the endoplasmic reticulum stress response in human glioma cells. 420,000 compounds, 0.02% hits. Potency, µM, inactives show at the highest dose activation, hits mostly activators. AID 602332. U87-MG GRP78 promoter luciferase reporter, 16 h; also: potency is read from the fitted curve at half-maximal effect; series mostly up to about 76 µM; % of control where 0% means no effect; nearly all actives have a fitted effect of over 35% in size
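ERSR induction read as luciferase luminescence (Bright-Glo, 10 min at room temperature) in stably transfected human U87-MG glioma cells exposed to compounds for 16 h, using GRP78 as sensor.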
D2 ag = agonists of human D2 dopamine receptor | HEK293 T-REx D2 cells, calcium flux agonist mode | activation, % at 2 µM | 340,000 compounds, 0.53% hits | AID 485358;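 active = activation over 3 SD above normal in the single-dose calcium agonist read, cut at about 30% in these data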; also: 0% is about no effect
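HEK293 Trex D2 cells, tetracycline-induced, o/n 30 C 5% CO2; no-wash Ca dye, RT 30–90 min; 10-cycle baseline, 23 nl cpd added, kinetic Ca read 180 s; agonist hits = positive Ca response.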
Vif-APOBEC3F blk = inhibitors of Vif-A3F interaction; HeLa A3F-eYFP + Vif (tagged APOBEC3F with the HIV-1 protein that degrades it), YFP fluorescence increase; 390,000 compounds, 0.2% hits; Potency, µM (titrated, usually from 46.1 µM), inactives show at the top dose activity, negative = active; also: potency is read from the fitted curve at half-maximal effect; % of control where 0% means no effect; nearly all actives have a fitted effect of over 65% in size
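HeLa cells stably expressing Vif plus C-terminally eYFP-tagged A3F were seeded, incubated overnight at 37 deg C, dosed with compound, incubated overnight again at 37 deg C. Yellow fluorescence (Ex 488/Em 500-530) reported blocked Vif-mediated A3F-eYFP degradation.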
LDHA inh = LDHA (human) enzyme inhibition | activity change, % (values are at about 110 or 230 µM) | purified LDHA, NADH/diaphorase-resazurin fluorescence; stronger effect = lower value | 480,000 compounds, 0.15% hits; in the data active = activity change below about -30%; inconclusive = mostly about -25% to -30%;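 also: plate controls were DMSO wells for no effect and wells without enzyme for full effect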
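Human LDH5 (2 nM) was incubated with 0.06 mM NADH and 0.2 mM pyruvate for 5 min at room temperature in Tris pH 7.4. Remaining NADH was coupled through diaphorase/resazurin, and resorufin fluorescence was read at 0 and 20 min.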
ERG Ets-DNA blk = ERG Ets/DNA interaction inhibition | P11308 | fluorescence polarization, His-ERG Ets domain / labelled DNA | Potency, µM (titrated, usually from 76.9 µM), for inactives: at the top dose FP activity, negative = inhibition, most hits filed as inhibitors | 370,000 compounds, 0.028% hits; active = well fitted inhibition curve with a large enough effect in the polarisation, with a control signal flat; inconclusive = small, poorly fitted or top-dose-only effect, or effect the other way, or a change in a side signal; inactive = no such curve, though single readings can be large or run the other way; the % refers to the polarisation;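 also: polarization taken with two DNA probes labelled with fluorescein and Texas red; potency is read from the fitted curve at half-maximal effect; % of control where 0% means no effect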
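His-tagged ERG Ets domain (1 uM in the protein solution; 300mM KCl, 50mM Tris-HCl, 1mM EDTA, 1mM DTT, pH 7.5) received compound, then a probe mix of 5 nM fluorescein-DNA and 100nM Texas-615-DNA. Fluorescence polarization was read for both dyes.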
Vif-A3G inh = Vif-A3G binding inhibition | Potency, µM (highest dose often 46.1 µM), without a hit: at the highest dose activity, negative = active, hits mostly inhibitors | HeLa A3G-eYFP + Vif (tagged APOBEC3G with the HIV-1 protein that degrades it), YFP fluorescence, overnight | Q9HC16 | 410,000 compounds, 0.076% hits;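 also: potency is read from the fitted curve at half-maximal effect; % is scaled to controls: 0 for no effect and ±100 for the full control effect; nearly all actives have a fitted effect of over 60% in size; hits raise eYFP signal because A3G escapes Vif-driven loss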
Target sequence (Q9HC16 whole entry, looked up): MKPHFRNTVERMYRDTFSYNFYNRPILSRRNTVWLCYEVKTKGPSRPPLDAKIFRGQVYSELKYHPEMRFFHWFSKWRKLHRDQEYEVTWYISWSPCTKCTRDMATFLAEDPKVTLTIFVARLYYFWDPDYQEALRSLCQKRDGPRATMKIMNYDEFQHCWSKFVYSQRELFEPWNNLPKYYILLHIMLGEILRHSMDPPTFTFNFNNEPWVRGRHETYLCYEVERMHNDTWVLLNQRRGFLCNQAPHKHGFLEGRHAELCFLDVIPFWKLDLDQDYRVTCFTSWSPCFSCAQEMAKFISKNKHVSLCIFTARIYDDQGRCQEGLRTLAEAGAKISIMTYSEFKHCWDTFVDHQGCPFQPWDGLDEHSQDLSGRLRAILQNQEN
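HeLa cells stably expressing Vif and C-terminally eYFP-tagged A3G, seeded overnight at 37 deg C, then exposed to compound by pintool overnight at 37 deg C. Rise in yellow fluorescence (Ex 488/Em 500-530, Acumen) marks blocked Vif-driven A3G degradation.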
An asterisk follows results filed as active; ? = inconclusive; / = no result given; & = joins results of further samples; [ ] = remark or other dose. Unless noted, calls follow the shape of the dose curve; as a rule, active = well fitted curve in the direction sought with a large enough effect; inconclusive = small, poorly fitted or top-dose-only effect, or another doubt; inactive = no such curve, though single readings can be large; an effect the other way counts as inactive or inconclusive. These rows are one share of the data; rates above refer to the full screens.

structure	D2 antag	RGS4 inh	Vif-A3G inh	D2 ag	ERG Ets-DNA blk	Vif-APOBEC3F blk	ALOX12 inh	LDHA inh	Glioma ERSR ind
COc1ccc2c(CNCc3cccs3)c(C(=O)O)n(Cc3ccccc3F)c2c1	/	30%	1%	/	-2%	0%	-11%	1	-5%
C1CCc2nnc(-c3nnc4n3CCCCC4)n2CC1	-14	25%	0%	0.5	1%	-3%	10%	-5	3%
Cc1cc(C)n(-c2nc(NCCN(C)C)c3c4c(sc3n2)CCCC4)n1	11	?	2%	0.2	6%	15%	?	-2	-5%
NC(=O)CC(NC(=O)c1ccccc1)c1ccc(NCc2ccc(F)c(F)c2)c([N+](=O)[O-])c1 (stereo not given)	-7	4%	-3%	0.3	-4%	3%	0%	-3	-5%
Cc1oc2cc3oc(=O)c(CC(=O)NCCC(=O)O)c(C)c3cc2c1C	-10	0%[56.9 µM]	-1%	0.6	-1%	9%	5%	-5	-2%
CN(C(=O)c1cc2c(s1)-c1ccc(Cl)cc1SC2)c1cccc(C(F)(F)F)c1	/	5%	4%	-0.1	5%	1%	-32%	3	-4%
O=C(Nc1cc([N+](=O)[O-])ccc1N1CCOCC1)c1ccco1	6	7%	3%	-0.1	-13%	-7%	-4%	-1	-2%
Cc1ccc(C(=O)c2c3ccc(C(F)(F)F)cc3[n+]([O-])n2CCC(N)=O)cc1	/	15%	-1%	/	-16%	-1%	-2%	-7	-3%
NC(=O)CC[C@@H]1NC(=O)[C@H](CO)NC(=O)c2cc([N+](=O)[O-])cc(I)c2NCC[C@@H](C(N)=O)NC1=O	-19	-4%	0%	-0.1	7%	0%	?	-3	-1%
CC1CCCCC12NC(=O)N(CC(=O)Nc1ccccc1N1CCOCC1)C2=O (stereo not given)	-6	39%	-3%	2.8	15%	6%	-8%	0	5%
O=C(NN=C1CCCC1)c1cc(Cl)cc(Cl)c1O	-8	-18%	2%	-0.3	-3%	1%	?	1	10%
COC(=O)c1ccc(-c2ccco2)n1Cc1ccccc1Cl	1	-52%	-7%	-1.5	2%	2%	-21%	-2	1%
O=C(Nc1c2c(nn1-c1ccccc1)CS(=O)(=O)C2)c1ccc(Br)o1	/	/	-1%	/	/	0%	-12%	-1	-1%
CSc1nc2ccccc2cc1/C=C(\C#N)c1ccc(Cl)cc1Cl	-4	-33%	-5%	-0.1	5%	3%	16%	2	-6%
CCn1c(=O)cc(OCC(=O)NCc2ccccc2OC)c2ccccc21	/	-5%	1%	/	3%	-5%	-24%	0	-2%

Reprinted from the part before: 6 compounds; new compounds follow.
structure	D2 antag	RGS4 inh	Vif-A3G inh	D2 ag	ERG Ets-DNA blk	Vif-APOBEC3F blk	ALOX12 inh	LDHA inh	Glioma ERSR ind
CC1CCCCC12NC(=O)N(CC(=O)Nc1ccccc1N1CCOCC1)C2=O (stereo not given)	-6	39%	-3%	2.8	15%	6%	-8%	0	5%
O=C(NN=C1CCCC1)c1cc(Cl)cc(Cl)c1O	-8	-18%	2%	-0.3	-3%	1%	?	1	10%
COC(=O)c1ccc(-c2ccco2)n1Cc1ccccc1Cl	1	-52%	-7%	-1.5	2%	2%	-21%	-2	1%
O=C(Nc1c2c(nn1-c1ccccc1)CS(=O)(=O)C2)c1ccc(Br)o1	/	/	-1%	/	/	0%	-12%	-1	-1%
CSc1nc2ccccc2cc1/C=C(\C#N)c1ccc(Cl)cc1Cl	-4	-33%	-5%	-0.1	5%	3%	16%	2	-6%
CCn1c(=O)cc(OCC(=O)NCc2ccccc2OC)c2ccccc21	/	-5%	1%	/	3%	-5%	-24%	0	-2%
COCCN(Cc1ccccc1)C(=O)c1cc(S(=O)(=O)N2CCCCCC2)ccc1OC	9	2%	-4%	0.1	0%	8%	11%	-4	-3%
Cc1ccc(Cn2c(=O)c3ccccc3n3c(-c4ccccc4)nnc23)cc1	/	5%	-2%	0.8	5%	-5%	-27%	-1	-4%
CC(C)OC(=O)c1ccc(N2CCN(c3ccccc3F)CC2)nc1	-23	19%	-12%	1.7	-3%	-4%	-2%	0	1%
CSc1ccc(OC2(C)CCN(Cc3ccc(OC(F)(F)F)cc3)C2)cc1 (stereo not given)	/	/	-4%	/	/	/	?	-1	-3%
CC(=O)N1CCN(C(=O)c2cc(-c3cccc4ccccc34)nc3ccccc23)CC1	1	-2%	-4%	1.1	6%	-3%	-23%	-2	2%
COc1ccc(C(C(=O)NCCC(C)C)N(CCCO)C(=O)c2snc(C(N)=O)c2N)cc1OC (stereo not given)	2	3%	1%	0.0	11%	2%	-10%	-3	-2%
CCCNC(=O)C(Cc1ccc(C(F)(F)P(=O)(OCC)OCC)cc1)NC(=O)c1ccc(C#N)cc1 (stereo not given)	/	12%	1%	/	-8%	2%	-4%	-10	1%
Cc1ccc(-c2ccc(CCC(=O)O)n2-c2cccc(O)c2)cc1	-1	-6%&-25%	-6%&-2%	1.0&-0.5	0%&-5%	1%&-3%	?	4&4	1%&5%
Cc1cccc(OCC(=O)NNC(=O)c2ccccc2OCc2c(C)noc2C)c1	3	-5%	-5%	0.3	-2%	3%	0%	-8	-2%
CC1(C)CC(=O)c2cn3c(nc2C1)nc1ccccc13	23	-6%	0%	-0.4	-6%	/	0%	-2	-5%
CC(CN1CCCC1)OC(=O)c1cccc(F)c1 (stereo not given)	-2	-31%	5%	-0.2	4%	-8%	-7%	-2	-1%
Cc1ccc(CNC(=O)c2nc(SCc3ccccc3F)ncc2Cl)cc1	/	21%	2%	/	3%	3%	0%	-3	-1%
O=c1[nH]cnc2ccsc12	-48	-9%	-8%	-0.5	2%	13%	-5%	-7	?
COC(c1ccccc1)c1nnc(CCC(=O)N2CCN(Cc3cccs3)CC2)o1 (stereo not given)	-22	-14%	-7%	0.8	4%	-15%	-5%	-1	-4%
O=C(CN1C(=O)NC2(CCCCCC2)C1=O)N1CCN(c2ccccc2)CC1	25	-3%	-4%	0.0	-8%	6%	21%	-3	-6%

Continued.
structure	D2 antag	RGS4 inh	Vif-A3G inh	D2 ag	ERG Ets-DNA blk	Vif-APOBEC3F blk	ALOX12 inh	LDHA inh	Glioma ERSR ind
O=Cc1nc(-c2ccc(Cl)cc2)n2ccccc12	-18	-16%	-9%	-1.7	-11%	-1%	?	11	1%
N#C/C(=C(/O)COC(=O)c1ccc(O)cc1)c1nc2ccccc2[nH]1	-5	-10%[11.4 µM]	-10%	-1.5	17%	-2%	18%	-1	1%
Cc1ccc(-c2nonc2NC(=O)c2ccco2)cc1C	/	1%	/	1.3	3%	/	?	-1	/
CC(C)(C)NC(=O)CSc1nnc(Cc2ccc3c(c2)OCO3)n1C1CCCCC1	17	18%	-1%	0.7	1%	-7%	5%	-5	-5%
C[C@H](CO)N1C[C@H](C)[C@@H](CN(C)Cc2ccncc2)OCCCC[C@H](C)Oc2ccc(NC(=O)CCCN(C)C)cc2C1=O	/	/	2%	/	/	/	?	-13	-4%
COc1ccc(-c2nnc3ccc(SC(C(C)=O)C(C)=O)nn23)cc1OC	-5	-20%	-1%	0.1	/	3%	?	6	-2%
CCOc1sc2nc(C)n(CC(=O)Nc3cccc(C)c3)c(=O)c2c1C	/	16%	-1%	-1.3	-3%	-6%	0%	2	-3%
CCOc1ccccc1NC(=O)Cc1noc2ccc(C)cc12	/	-6%	-1%	0.5	-2%	-1%	1%	-2	-2%
O=C(CN1C(=O)c2ccccc2C1=O)c1ccccc1	-10	21%	-1%	0.9	4%	-7%	0%	-6	2%
COc1ccc(N2CCN(C(=O)C(Cc3ccccc3)n3cccc3)CC2)cc1 (stereo not given)	22	-14%	5%	0.2	-7%	0%	?	3	-4%
COC(=O)c1cc(N2CCN(C)CC2)nc2ccccc12	-16	-15%	-5%	6.1	-23%	?	-13%	1	1%
Cc1cccc(NC2=CC(=O)CC(C)(C)C2)c1C	2	16%	-4%	0.7	9%	1%	14%	-10	-1%
Cc1noc(C)c1CSc1nnc(-c2ccncc2)n1-c1ccc(Cl)c(Cl)c1	-3	-53%	-1%	0.4	-12%	0%	-6%	-6	-3%
O=C(OCc1ccccc1Cl)c1ccccc1C(=O)c1ccccc1	-9	-19%	-6%	-0.9	2%	-1%	0%	3	9%
O=C1Nc2c(Br)cccc2C1=O	/	-18%	-12%	/	-10%	-27%	?	17	-1%

Later entries.
structure	D2 antag	RGS4 inh	Vif-A3G inh	D2 ag	ERG Ets-DNA blk	Vif-APOBEC3F blk	ALOX12 inh	LDHA inh	Glioma ERSR ind
CCOC(=O)Cc1cc(=O)n2[nH]c(C)c(-c3ccccc3OC)c2n1	3	-3%	-1%	-1.6	19%	-1%	-17%	-3	-4%
Oc1ccc2ccccc2c1/C=C/c1ccc2c(Br)cc(Br)c(O)c2n1	/	-39%	-22%	/	89%[activator]	?	?	3	9%
Cc1oc(-c2ccccc2Cl)nc1CN1CCCCC1CO (stereo not given)	10	4%	1%	1.0	-5%	4%	-3%	-3	-5%
CCC(C)c1ccccc1NC(=O)COC(=O)C1=COCCO1 (stereo not given)	0	-1%	0%	0.3	0%	8%	3%	-6	-2%
